STEP block – STEP phosphatase inhibitors, primary screen, biochemical, fluorescence intensity, uHTS | recombinant STEP, OMFP fluorogenic substrate | Tyrosine-protein phosphatase non-receptor type 5 (Homo sapiens), P54829 | AID 588621, 2011 | 360,000 compounds, 0.25% hits | inhibition, % at 20 µM;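 active means inhibition at 20 µM, scaled per plate between control wells, above about 37%, limit read from the data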;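 further: 0% = DMSO with enzyme and substrate and 100% = substrate only without enzyme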
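Material: STEP (striatal-enriched tyrosine phosphatase) enzyme, cell-free; Compound dosing: 20 µM single dose in 1% DMSO; Technique: fluorescence read at 480 nm ex / 540 nm em; Times: reaction 20 min, ambient temperature; Medium: 50 mM Bis-Tris pH 6.0 with 2.5 mM DTT and 0.005% Tween 20; Also added: OMFP at 25 µM.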
SUMO1 PPI mod – modulators of SUMO1 protein-protein interactions, primary screen, biochemical, uHTS; Small ubiquitin-related modifier 1 (Homo sapiens), P63165; 360,000 compounds, 0.33% hits; inhibition, % at 20 µM; SUMO1 binding to a labelled peptide, TR-FRET, 1 h; AID 602429, 2012; in the data active means inhibition above about 37%
Target sequence (P63165 whole entry, looked up): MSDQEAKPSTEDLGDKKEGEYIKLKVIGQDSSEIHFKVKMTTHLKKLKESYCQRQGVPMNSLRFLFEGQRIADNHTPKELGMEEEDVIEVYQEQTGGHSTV
Rpn11 inh – Rpn11 (PSMD14) deubiquitinase inhibitors, primary screen, biochemical, fluorescence polarization, uHTS; human 26S proteasome, Ub4-pepOG fluorescence polarization; 20S core pre-blocked with epoxomicin; calls only at 20 µM; 360,000 compounds, 0.59% hits; AID 588493, 2011;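 active means inhibition at 20 µM, scaled to each plate's controls, above about 33%, limit read from the data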
LMPTP block – LMPTP phosphatase inhibitors, primary screen, biochemical, fluorescence intensity, uHTS. Low molecular weight phosphotyrosine protein phosphatase (Homo sapiens), P24666. recombinant LMPTP-A, OMFP fluorogenic substrate. inhibition, % at 20 µM. 360,000 compounds, 0.22% hits;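 active means compounds that cut the enzyme signal by at least half of the control window in the single-dose screen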;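 further: plate controls were DMSO wells with enzyme plus substrate for no effect and substrate without enzyme for full effect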
Target sequence (P24666 whole entry, looked up): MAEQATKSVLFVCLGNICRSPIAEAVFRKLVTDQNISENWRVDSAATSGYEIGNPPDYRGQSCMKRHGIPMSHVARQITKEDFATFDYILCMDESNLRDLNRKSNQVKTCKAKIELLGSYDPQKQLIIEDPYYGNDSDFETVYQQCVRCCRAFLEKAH
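Assay system: LMPTP-A phosphatase enzyme | Input: 0.625 nM enzyme | Also added: Fluorogenic phosphatase substrate OMFP at 400 µM final | Compound dosing: One test concentration per compound, 20 µM, with 3% DMSO overall | Schedule: 50 min enzyme reaction at room temperature, protected from light | Signal: Fluorescence intensity | Benchmarks: no-enzyme and uninhibited controls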
Neddylation inh – inhibitors of cullin neddylation, primary screen, biochemical, TR-FRET, uHTS, NAE and Ubc12 | NEDD8-conjugating enzyme Ubc12 (Homo sapiens) + NEDD8-activating enzyme E1 regulatory … | calls only at 25 µM | 360,000 compounds, 0.58% hits | AID 651699, 2012; in the data active means inhibition above about 36%
Target sequence (P61081 whole entry, looked up): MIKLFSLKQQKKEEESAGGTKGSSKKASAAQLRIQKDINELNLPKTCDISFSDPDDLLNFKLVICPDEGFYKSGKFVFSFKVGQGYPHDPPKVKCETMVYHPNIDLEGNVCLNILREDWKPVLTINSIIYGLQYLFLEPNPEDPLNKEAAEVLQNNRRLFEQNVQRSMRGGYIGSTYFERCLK
Target sequence (Q13564 whole entry, looked up): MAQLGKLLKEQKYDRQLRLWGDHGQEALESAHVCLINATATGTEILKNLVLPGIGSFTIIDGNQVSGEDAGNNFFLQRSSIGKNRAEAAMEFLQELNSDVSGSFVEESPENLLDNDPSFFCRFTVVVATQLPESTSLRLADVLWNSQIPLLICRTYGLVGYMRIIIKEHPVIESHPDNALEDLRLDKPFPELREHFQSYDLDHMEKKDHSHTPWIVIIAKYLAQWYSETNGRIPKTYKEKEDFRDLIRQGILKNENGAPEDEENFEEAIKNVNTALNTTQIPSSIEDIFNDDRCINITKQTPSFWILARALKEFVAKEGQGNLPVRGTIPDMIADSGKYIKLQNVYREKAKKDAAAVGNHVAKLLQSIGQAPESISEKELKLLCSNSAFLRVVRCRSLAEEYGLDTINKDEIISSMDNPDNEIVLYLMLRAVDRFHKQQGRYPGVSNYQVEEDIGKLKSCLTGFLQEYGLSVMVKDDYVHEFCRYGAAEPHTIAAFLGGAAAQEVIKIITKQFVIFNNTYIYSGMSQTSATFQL
Rin1 Abl inh – inhibitors of Rin1-Abl protein binding, primary screen, biochemical, TR-FRET; AID 588664, 2011; 360,000 compounds, 0.4% hits; Tyrosine-protein kinase ABL1 (Homo sapiens) + Ras and Rab interactor 1 (Homo sapiens), …; inhibition, % at 7.35 µM; in the data active means inhibition above about 5%, passing the limit was not always enough
CSN deneddyl inh – inhibitors of CSN-mediated cullin deneddylation, primary screen, biochemical, fluorescence polarization, uHTS. 360,000 compounds, 0.38% hits. COP9 signalosome complex subunit 5 (Homo sapiens), Q92905. Purified CSN, SCF-Nedd8-OG deneddylation. inhibition, % at 12.5 µM;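 active means pattern-corrected inhibition above about 35%, with an unprinted fluorescence ratio check between 0.5 and 1.5, limit read from the data, passing the limit was not always enough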;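 further: 0% = enzyme with substrate and 100% = substrate without enzyme; some results filed as inactive read as strong as hits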
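Detection – fluorescence polarization · System – HEK293T-derived human Csn5 enzyme · Controls – substrate-only high control, full reaction low control · Timing – 90 min, room temperature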
DNMT1 inh – human DNMT1 methyltransferase inhibitors, primary screen, biochemical, molecular beacon, fluorescence, HinP1I cleavage, uHTS. DNA (cytosine-5)-methyltransferase 1 (Homo sapiens), P26358. inhibition (reported as % activation of signal), % at 10 µM. 360,000 compounds, 0.83% hits. AID 588458, 2011; in the data active means inhibition above about 50%
NadD block – inhibitors of S. aureus NadD, primary screen, biochemical, colorimetric, uHTS; Nicotinate-nucleotide adenylyltransferase NadD (Staphylococcus aureus N315); purified NadD enzyme, colorimetric absorbance read-out; inhibition, % at 20 µM; 360,000 compounds, 0.78% hits; AID 602399, 2012; in the data active means inhibition above about 26%; further: some compounds past the cut are filed as inactive
Scp-1 inhibitor – Scp-1 phosphatase inhibitors, primary screen, biochemical, colorimetric, uHTS; Recombinant Scp1, phosphopeptide, malachite green phosphate absorbance; AID 493091, 2011; inhibition, % at 20 µM; 340,000 compounds, 0.88% hits; Carboxy-terminal domain RNA polymerase II polypeptide A small phosphatase 1 (Homo …;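 active means inhibition above about 50% at 20 µM, limit read from the data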;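 further: plate controls were DMSO wells with enzyme for no effect and wells lacking enzyme for full effect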
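Incubation: 45 min enzyme reaction at room temperature / System: truncated SCP-1 phosphatase (76-261aa) / Reagent: Phospho 17-mer peptide substrate / Buffer or medium: Acidic Tris acetate buffer with magnesium and detergent / Signal: absorbance at 630 nm / Doses: one concentration, 20 µM, with 1.0% DMSO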
* = called active by the depositor; i = inactive; / = not tested or not shown; + = active, no number.

structure	STEP block	SUMO1 PPI mod	Rpn11 inh	LMPTP block	Neddylation inh	Rin1 Abl inh	CSN deneddyl inh	DNMT1 inh	NadD block	Scp-1 inhibitor
Nc1c(C(=O)NCc2ccco2)c2nc3ccccc3nc2n1CCc1ccc(F)cc1	2	10	+	2.5	/	15*	43*	7	38*	-18
CN(C(=O)CSc1nnc(-c2ccncc2)n1Cc1ccccc1)C1CCS(=O)(=O)C1 (stereo not given)	3	0	i	-2.2	i	-3	-4	1	-1	/
COCCCn1cc(C(=O)c2cc(OC)ccc2OCC(=O)Nc2cc(C)on2)cc(C#N)c1=O	4	-3	i	-3.3	i	-2	2	1	1	-15
Cc1ccc(C(=O)NCC(c2ccco2)N2CCCCC2)s1 (stereo not given)	-1	-3	i	0.0	i	0	-2	10	-2	-4
COc1ccccc1CNC(=O)C12CC3CC(CC(C3)C1)C2	-1	-3	i	-1.0	i	2	1	0	-1	-12
O=S(=O)(NCCN1CCOCC1)c1ccc2ccccc2c1	-1	-1	i	-3.6	i	-3	1	-1	-3	7
Cc1ccc(C)c(NC(=O)C2CCCN2S(=O)(=O)c2ccc3c(c2)n(C)c(=O)c(=O)n3C)c1 (stereo not given)	0	7	i	-1.0	i	-3	-1	5	7	-7
Cc1cc(C)nc(NC(=O)C(C)C)n1	-2	3	i	-1.0	i	0	2	0	-2	4
COc1ccc2ccccc2c1/C=N\n1c(C)cc(C)c(C(N)=O)c1=O	-1	-28	i	-1.4	i	-2	-2	1	0	-11
COc1cc(C(C)=O)ccc1OCCCN1CCC(Cc2ccccc2)CC1	1	0	i	-1.8	i	2	-2	1	-8	-2
Cc1ccc(CCNC(=O)c2cc(S(=O)(=O)N3CCCCC3)c[nH]2)cc1	1	1	i	-0.8	i	0	-1	-12	-7	-12
CCC(CO)n1c(=S)[nH]c2cc(OC)c(OC)cc2c1=O (stereo not given)	2	2	i	-2.8	i	0	0	-4	-3	-1
O=[N+]([O-])c1cc(/C=N/N2CCN(c3ccccc3)CC2)ccc1Cl	1	1	i	1.6	i	-1	5	-3	8	-10
CCOC(=O)N/N=C(\CCC(=O)O)c1cccs1	2	5	i	0.3	i	-3	6	2	0	-7
Cc1snc(SCC(=O)N/N=C(\N)COc2cccc(C(F)(F)F)c2)c1C#N	-1	3	i	2.3	i	-1	-3	7	5	-6
O=C(Nc1ccc(Cl)c(S(=O)(=O)N2CCOCC2)c1)c1ccc2c(c1)OCO2	1	-22	i	1.3	i	0	-4	-2	-2	-4
CCc1noc(C)c1C(=O)NNC(=O)COc1ccc(Br)cc1	-2	11	i	1.8	i	-3	-1	-8	-1	-7
Cc1ccc(N2C(=O)SC(N(CC(=O)O)c3ccc(C)cc3)C2=O)cc1 (stereo not given)	-1	1	i	-0.7	i	0	-10	-4	-2	-11
CC(C(=O)NCc1ccccc1)n1c(-c2ccc3c(c2)CCO3)nc2ccccc21 (stereo not given)	/	-3	/	0.3	i	/	-5	/	/	/
Cc1ccc(NC(=O)C2CCCN(S(=O)(=O)c3c(C)noc3C)C2)c(C)c1 (stereo not given)	3	1	i	-0.2	i	1	-3	-4	-4	-8
Cc1ccc2cc(CCNC(=O)C3CCCC3)c(=O)[nH]c2c1	1	-1	i	-0.9	i	1	0	-5	-1	-12
COc1ccc(NC(=O)CNC(=O)Cn2cnc3sc4c(c3c2=O)CCCC4)cc1OC	2	1	i	0.2	i	-1	-4	0	-3	-5
Cc1ccc(CNC(=O)c2ccc(N3CCC4(CC3)CC(c3ccccc3)=NO4)c(NC(=O)c3cccc(C)c3)c2)cc1	1	7	i	4.2	i	0	-1	-5	8	2
COc1ccc(CNC(=O)c2cc3c(=O)n4cccc(C)c4nc3n(CC3CCCO3)c2=N)cc1 (stereo not given)	1	-24	i	7.7	i	-3	2	8	13	10
CCCCN(C=O)c1c(CC)nc2ccc(C(=O)N3CCN(C(C)=O)CC3)cn12	-1	0	i	-0.1	i	3	-5	5	9	/
Cc1ccc(S(=O)(=O)N2CC=C(C(=O)NC3CC3)CC2)cc1	-5	-3	i	-1.5	i	-1	3	-2	0	-7
Cc1ccc(OCC(=O)OCC(=O)Nc2ccc3c(c2)OCO3)cc1C	0	3	i	0.5	i	2	2	0	-7	-7
COCCNC(=O)C1CCC(CNS(=O)(=O)c2cccc3nsnc23)CC1 (stereo not given)	-2	-36	i	-2.0	i	3	2	0	0	-4
COC(=O)C1=CN(c2cccc(C(F)(F)F)c2)C=C(C(=O)OC)C1c1ccc(O)c(OC)c1	-2	-1	i	3.0	i	3	-2	-2	-7	-10
CCc1ccc(NC(=O)CN2CCCN(S(=O)(=O)c3ccc(F)cc3)CC2)cc1	-4	-5	i	1.1	i	-2	-2	-3	-4	-7
Cc1ccc(N2CC(C(=O)OCC(=O)Nc3cc(C)on3)CC2=O)c(C)c1 (stereo not given)	-1	-4	i	-1.0	i	2	2	-3	-1	-2
COc1ccc(C2CC(=O)c3cnc(Nc4cc(C)cc(C)c4)nc3C2)cc1 (stereo not given)	-1	7	i	3.0	i	2	3	-6	3	-6
O=C1c2ccccc2C(=O)N1c1ncc(Cc2ccc(Cl)cc2)s1	-1	4	i	1.1	i	-5	-6	0	4	0
CCN(CC)S(=O)(=O)N1CCC(C(=O)NCc2ccc(C)cc2)CC1	5	1	i	-2.1	i	4	-3	1	-7	0
CCN(CC)CCN(C)C(=O)CCc1nnc(-c2ccc(C)s2)o1	2	1	i	2.9	i	0	-1	1	-2	5
O=C1CCC(C(=O)NC2(C(=O)NC3CCCCC3)CCCCC2)N1 (stereo not given)	-1	0	i	-1.1	i	-2	1	1	-6	-8
O=C(Nc1ccc(N2CCOCC2)nc1)c1cccs1	-1	1	i	-0.8	i	-3	-6	3	-1	4
Cc1ccc2[nH]cc(C(=O)NCc3cccs3)c(=O)c2c1	0	5	i	-1.6	i	-5	-3	-6	3	-1
O=C(COc1ccc(C(=S)N2CCCC2)cc1)Nc1ccc(F)cc1	22	5	i	-0.1	i	-3	5	-4	2	-9
CCc1c(C)[nH]c2c1C(=O)C(CN1CCOCC1)CC2 (stereo not given)	-4	4	i	0.1	i	-2	5	-8	1	-6
O=C(COc1ncnc2ccccc12)N1CCOCC1	2	-2	i	-4.3	i	-1	2	1	3	-4
COc1cc2c(cc1OC)CN(Cc1cc(=O)oc3cc(C)c(C)cc13)CC2	1	0	i	0.1	/	0	4	-20	3	-1
Cc1cc(NC(=O)CCS(=O)(=O)c2ccc3c(c2)NC(=O)C(C)S3)ccc1Br (stereo not given)	4	8	i	1.0	i	1	-2	-3	2	5
COc1ccc([N+](=O)[O-])cc1NS(=O)(=O)c1ccccc1	2	-8	i	-0.7	i	-1	-3	13	-3	-6
FC(F)(F)c1cccc(-c2cc3ccccc3nc2N2CCCC2)c1	1	13	i	4.7	i	-3	2	-2	8	-5
Cc1nc2nc(C)c(CCC(=O)NCc3ccc4c(c3)OCO4)c(C)n2n1	-2	-6	i	-1.0	i	4	1	1	-5	-2
O=C(NCCc1ccc(F)cc1)C(=O)Nc1cc2c3c(c1)CC(=O)N3CCC2	2	3	i	0.8	i	1	0	-6	-1	1
COc1ccc(Cc2nc3ccc(C(=O)NCc4cc(C)no4)cc3o2)cc1OC	-2	0	i	0.1	i	-1	1	0	0	-7
Cc1ccc(C(=O)Nc2nnc(S(=O)(=O)N3CCOCC3)s2)cc1	-1	0	i	-0.9	i	-4	-7	1	-3	-8
CCOC(=O)c1ccc(O)c(-n2cc3c(c2-c2ccccc2)c(=O)n(C)c(=O)n3C)c1	1	2	i	-0.9	i	1	-3	-4	-4	/
CCC(Oc1ccccc1)C(=O)NCc1ccc(S(N)(=O)=O)cc1 (stereo not given)	-1	-5	i	0.3	i	0	6	1	0	4
O=C(CSc1nnc2ccc(-c3ccco3)nn12)Nc1ccccc1F	2	6	i	53*	i	0	3	10	23	4
CCN1C(=O)[C@H]2[C@@H](c3ccc(-c4ccc(F)cc4)cc3)N3CCCC[C@@]3(C(=O)OC)[C@H]2C1=O	-1	4	i	2.9	i	3	-1	-18	-5	-11
Cc1ccc(C)c(S(=O)(=O)N2CCN(C(=O)Cn3c(=O)cnc4ccccc43)CC2)c1	0	3	i	0.2	i	2	-5	-1	-1	-2
COc1ccc(CNC(=O)C(=O)NCC2OCCN2C(=O)c2ccc(OC)cc2)cc1 (stereo not given)	-2	-1	i	0.6	i	1	1	-4	1	-5
COc1ccc(-c2coc3c(C(=O)NCCN4CCOCC4)cccc23)c(C)c1	2	4	i	0.6	i	-3	-4	-4	1	/
O=c1[nH]c(Cc2ccc(Cl)cc2)nc2ccccc12	3	1	i	-1.6	i	-1	1	2	7	-8
O=C(COC(=O)c1c2c(nc3ccccc13)CCN(Cc1ccccc1)C2)Nc1c(F)cccc1F	-2	-3	i	0.8	i	-1	-1	-20	10	2
CC(Sc1ccccn1)C(=O)Nc1ccc2c(c1)OCCO2 (stereo not given)	-2	-2	i	-1.4	i	2	0	-1	9	-6
C[n+]1ccc(/C=C/c2c[nH]c3ccccc23)cc1	-3	-40	/	1.4	i	-145	68	2	18	9

Retrieved by compound from the list above (two):
structure	STEP block	SUMO1 PPI mod	Rpn11 inh	LMPTP block	Neddylation inh	Rin1 Abl inh	CSN deneddyl inh	DNMT1 inh	NadD block	Scp-1 inhibitor
Cc1ccc(CNC(=O)c2ccc(N3CCC4(CC3)CC(c3ccccc3)=NO4)c(NC(=O)c3cccc(C)c3)c2)cc1	1	7	i	4.2	i	0	-1	-5	8	2
Cc1ccc(S(=O)(=O)N2CC=C(C(=O)NC3CC3)CC2)cc1	-5	-3	i	-1.5	i	-1	3	-2	0	-7

High-throughput results (PubChem BioAssay)
